# Screening results (PubChem BioAssay)
# influenza NS1A: H1N1 influenza NS1A inhibitors, functional cell based assay (AID 504329) | NS1A functional cell-based assay, percent inhibition; higher % means a stronger effect | 340,000 compounds, 0.3% hits | inhibition, % at 12.5 µM; hits with a dose series show IC50 in µM; in the data active = a potency from the dose series; inconclusive = inhibition above about 27% without an active follow-up result; note: strong numbers were not always called active
# Salmonella PhoP GFP: PhoP regulon inhibitors, Salmonella typhi PhoP promoter GFP reporter, confirmatory (AID 1850); 310,000 compounds, 0.33% hits; inhibition, % at 50 µM; hits with a dose series show IC50 in µM; Salmonella Typhi PhoP-promoter GFP reporter, fluorescence, 4 h; higher % means a stronger effect; in the data active = a potency from the dose series; inconclusive = inhibition mostly from about 25% at the one dose, without a potency; inactive = the rest, 99 in 100 with inhibition below about 19%;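 note: 0% = induced wells with vehicle and 100% = uninduced wells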
# tuberculosis growth: growth inhibition of non-replicating M. tuberculosis (AID 488890) | Mycobacterium tuberculosis non-replicating, growth inhibition; higher % means a stronger effect | one-dose inhibition, % at 25 µM; IC50 in µM for titrated hits | 320,000 compounds, 0.39% hits; in the data active = a potency from the dose series; inconclusive = inhibition mostly from about 82% at the one dose, without a potency; inactive = the rest, 99 in 100 with inhibition below about 76%;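 note: plate controls were DMSO cells for no effect and high antibiotic wells for full effect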
# H37Rv inhibition: M. tuberculosis growth inhibition, HTS (AID 449762); M. tuberculosis H37Rv growth inhibition, 7H9 media; higher % means a stronger effect; one-dose inhibition, % at 25 µM; IC50 in µM for titrated hits; 330,000 compounds, 0.59% hits; in the data active = a potency from the dose series; inconclusive = inhibition above about 70% without an active follow-up result;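 note: bacterial growth assessed after seven days of incubation; strong numbers were not always called active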
# inhibitors of VEEV: inhibitors of VEEV TC-83 cytopathic effect, confirmation, Vero cells (AID 588727); Vero cells, VEEV TC-83 cytopathic effect inhibition; higher % means a stronger effect; one-dose inhibition, % at 20 µM; IC50 in µM for titrated hits; 350,000 compounds, 0.13% hits; in the data active = a potency from the dose series; inconclusive = inhibition mostly from about 14% at the one dose, without a potency; inactive = the rest, 99 in 100 with inhibition below about 12%; note: strong numbers were not always called active
# inhibitors of VEEV 10K pilot screen: also measured in inhibitors of VEEV; calls as there; inhibition, %; measured here: 10K pilot screen inhibition
# Numbers without * were called inactive; i = inactive; ? = inconclusive; . = not tested or not shown.
SMILES,influenza NS1A,Salmonella PhoP GFP,tuberculosis growth,H37Rv inhibition,inhibitors of VEEV,others
Cc1ccc(-c2cc(C(=O)N3CCN(c4ncccn4)CC3)c3cc(Br)ccc3n2)o1,0%,4%,66%,3%,8.3%,
CCCS(=O)(=O)c1nc(S(=O)(=O)c2ccc(C)cc2)c(N2CCCC2)s1,-3%,6%,-2%,2%,2.7%,inhibitors of VEEV 10K pilot screen=1.9
N#Cc1ccccc1NC(=O)CNc1ccccc1N1CCCCC1,4%,2%,6%,-8%,0.2%,
COc1cc2ncnc(NCc3ccc4c(c3)OCO4)c2cc1OC,-8%,0%,-5%,-3%,i,
C[C@H](CO)N1C[C@H](C)[C@@H](CN(C)S(=O)(=O)c2ccccc2)Oc2c(cccc2N(C)C)C1=O,3%,.,18%,-7%,1.3%,
CCCc1cc(=O)n2[nH]c(C(F)(F)F)nc2n1,-5%,-1%,10%,7%,3.2%,
COc1ccc(Cl)cc1NC(=O)CN(C)C(=O)c1cccc(-n2cnnn2)c1,6%,.,-16%,-13%,2.4%,
Cc1cc(=O)oc2cc(OCC(=O)N3CCCc4ccccc43)ccc12,-20%,4%,-5%,-8%,6.7%,
Cc1c(NC(=O)c2ccc(-c3ccccc3)cc2)cccc1C(=O)O,9%,-1%,-4%,-8%,0.1%,
CN(C)CCN1C(=O)c2oc3ccccc3c(=O)c2C1c1cccc(Br)c1 (configuration not stated),0%,-8%,i,1%,2.6%,
CSC(=NS(=O)(=O)c1ccccc1)SC,-4%,12%,-1%,6%,0.7%,inhibitors of VEEV 10K pilot screen=0.8
N#Cc1c(NC(=O)c2ccco2)sc2c1CCC2,4%,-14%,20%,0%,5.1%,
Cc1cc(C)c(S(=O)(=O)N2CCOC2CNC(=O)C(=O)NCc2ccccn2)c(C)c1 (configuration not stated),3%,-5%,21%,-3%,0.8%,
CC1(C(=O)NCc2cc(F)cc(C(F)(F)F)c2)C=CC2(CCCCC2)N1C(=O)c1ccccc1 (configuration not stated),-9%,-36%,-18%,-3%,0.4%,
CCCc1cnc(N2CCN(S(=O)(=O)c3cccs3)CC2)nc1,.,-10%,4%,-4%,i,
CCOC(=O)c1cnc2nc(N3CCOCC3)nn2c1N,2%,-7%,6%,2%,i,
CCOC(=O)C(Cc1ccccc1)NC(=O)CCc1c(C)nc2ncnn2c1C (configuration not stated),-4%,4%,2%,3%,i,
COc1ccc2cc(N3CCCC3=O)ccc2c1,3%,.,.,.,2.0%,
CC1CC2(CCCCC2)Nc2c1ccc1ccccc21 (configuration not stated),3%,-24%,44%,?,i,
Nc1nonc1C(=Nc1ccc(Br)cc1)NO,-3%,2%,7%,-2%,i,
CCc1cc(=O)oc2c3c(cc(OCC(=O)NCc4ccncc4)c12)OC(C)(C)CC3,-7%,-12%,3%,0%,8.7%,
COC(=O)c1ccccc1NC(=O)N1CCCC1,3%,0%,-8%,-2%,1.9%,
CC(=O)Nn1cc2c(=O)n(C)c(=O)n(C)c2c1,0%,19%,6%,-3%,0.5%,
O=C(Cc1cccs1)NCc1cc(Cl)cc(Cl)c1,-16%,2%,24%,14%,i,
N/C(=N\OC(=O)c1cccnc1)c1ccccc1Cl,-10%,13%,9%,-2%,4.8%,
COCCCN1C(=O)C(O)=C(C(=O)c2ccco2)C1c1ccccc1 (configuration not stated),-8%,-6%,2%,-4%,1.8%,
O=C(NC1CCCc2ccccc21)c1ccc(CNc2c(N3CCOCC3)c(=O)c2=O)cc1 (configuration not stated),-3%,-11%,.,1%,2.4%,
N#Cc1ccccc1CSc1nc(O)cc(=O)[nH]1,8%,-11%,-11%,-4%,2.2%,
CC(C)c1nnc(NC(=O)CC23CC4CC(CC(C4)C2)C3)s1,31%,4%,14%,0%,1.2%,inhibitors of VEEV 10K pilot screen=1.0
Cc1ccc(-c2n[nH]c(=S)c3ccccc23)cc1,-11%,4%,17%,7%,2.0%,
NNC(=O)CN1C(=O)Nc2ccc(Br)cc2C1c1ccccc1 (configuration not stated),7%,-7%,19%,-2%,0.8%,
CCCc1nc(NCCO)c(C#N)c2c1CCCC2,.,-5%,3%,7%,0.2%,
O=C(CSc1ccc(-c2ccc(Cl)cc2)nn1)NC1CCCC1,-9%,-7%,22%,-4%,0.2%,
Cn1ccnc1C(=O)c1cccc(Br)c1,-1%,1%,-8%,1%,0.2%,
CC(NC(=O)C12CC3CC(CC(C3)C1)C2)c1ccc(F)cc1 (configuration not stated),-3%,-1%,-10%,4%,0.9%,
Cc1cccc(NC(=O)CSc2ncnc3nc[nH]c23)c1C,-20%,-9%,2%,5%,i,
Cc1cc(C(=O)COC(=O)CCc2nc3ccccc3c(=O)[nH]2)c(C)n1CC1CCCO1 (configuration not stated),.,5%,-7%,-11%,.,
Cc1cc(C(=O)Nc2ccc3nc(C)sc3c2)c2ccccc2n1,-1%,-4%,-10%,10%,0.8%,
CN(C)c1ccc(N=Cc2nc(-c3ccccc3)oc2O)cc1,11%,-35%,10%,-2%,3.3%,
CCOC(=O)C(=CNc1ccc2c(c1)nnn2-c1ccc(Cl)cc1)C(=O)OCC,-8%,-12%,-14%,-7%,i,
COc1ccc(NC(=O)C/C(C)=N/NC(=O)C2CCCCC2)c([N+](=O)[O-])c1,5%,4%,9%,-1%,0.7%,
CCOC(=O)C1=C(O)C(=O)N(c2ccc(S(N)(=O)=O)cc2)C1c1ccc(Br)cc1 (configuration not stated),-12%,4%,11%,6%,1.3%,
CCN1C(=O)[C@H]2[C@@H](c3ccc(C)cc3)N3C(=O)N(c4ccc(OC)cc4)C(=O)[C@@]3(Cc3ccccc3)[C@H]2C1=O,0%,1%,-2%,3%,i,
O=C(NCc1nc2ccccc2[nH]1)C1=C[C@H](C2CC2)C[C@H](OCc2ccc(CO)cc2)O1,-3%,3%,15%,2%,0.2%,
N#Cc1ccc(CSc2nnc(-c3cnccn3)o2)cc1,0%,7%,63%,-1%,0.7%,inhibitors of VEEV 10K pilot screen=0.2
CCCCNC(=O)CC1NCCNC1=O (configuration not stated),6%,6%,31%,-1%,3.5%,
C=CCN(C(=O)CCC(=O)Nc1cc(C)on1)C(C(=O)NC(C)(C)CC)c1cccc(OC)c1OC (configuration not stated),3%,9%,-10%,6%,i,
COC(=O)C1=C(C(=O)OC)[C@@H]2N(Cc3ccccc3)c3ccccc3[C@@]23C[C@@H](C(=O)OC)N(C(=O)c2cc(C)oc2C)C3=N1,-2%,3%,26%,-1%,3.1%,
COc1ccc(C2(C(=O)Nc3ccc(OC)cc3OC)CCCC2)cc1,-6%,-2%,35%,54%,3.7%,
Cc1ccc(S(=O)(=O)N(C)CC(=O)Nc2cccnc2)cc1,0%,1%,-3%,-1%,i,
COc1cc(OC)c(S(=O)(=O)Nc2ccccc2N2CCCCC2)cc1NC(C)=O,16%,9%,2%,5%,7.5%,
CCOC(=O)CCCCCNC(=O)c1ccc(F)cc1F,-17%,-3%,66%,-2%,0.7%,
CCN=C1NN=C(c2cc(C)n(Cc3ccco3)c2C)CS1,2%,-7%,39%,-1%,i,
N#Cc1c(N)[nH]c(=S)c(C#N)c1-c1ccccc1,-7%,16%,-20%,-4%,0.4%,
COc1ccccc1-c1c(C)oc2cc(OC(=O)c3ccco3)ccc2c1=O,3%,-2%,53%,-5%,i,inhibitors of VEEV 10K pilot screen=0.5
CNC[C@H](CC1CCCCC1)NC[C@H](NCCC1CCCC1)[C@H](C)O,-24%,23%,47%,11%,31%,
CCOC(=O)C1=C(C)N(C[C@@H]2CC[C@@H](Cc3ccc(-c4ccccc4)cc3)O2)C(=O)NC1c1ccc(-c2ccccc2)cc1 (some centres not stated),6%,.,.,.,0.7%,
C[C@]12c3[nH]c4cc(-c5ccco5)ccc4c3CCN1C(=O)[C@@H](CC(=O)NCCN1CCOCC1)C[C@@H]2C(=O)N1CCOCC1,-12%,.,.,.,i,
COc1ccc(-c2[nH]ncc2-c2ccc(Cl)cc2)c(O)c1,-11%,7%,42%,42%,1.4%,
Cc1ccc(CN2CCN(/N=C/c3cc(Br)cc(Br)c3O)CC2)cc1,5%,2%,29%,0%,0.8%,

# The list goes on.
SMILES,influenza NS1A,Salmonella PhoP GFP,tuberculosis growth,H37Rv inhibition,inhibitors of VEEV,others
O=C(Nc1ccccc1Cl)Nn1cnnc1,3%,-9%,-14%,-6%,0.3%,
c1ccc(-n2ncc3c(NCc4cccs4)ncnc32)cc1,0%,13%,5%,6%,1.1%,
Cc1ccc(S(=O)(=O)Nc2c(NC3CCCCC3)c3ccccc3oc2=O)cc1,2%,-15%,22%,4%,2.5%,
CCN(CC)c1ccc(C(=O)N/N=C/c2ccccc2OC(F)F)cc1,4%,-3%,?,16%,9.7%,
COc1ccc(Cc2nnc(NC(=O)c3ccc(OC)c(OC)c3)s2)cc1,-6%,7%,0%,5%,3.9%,
CSc1nc(-c2ccccc2)nc(N2CCCC2)c1C(C)=O,-1%,-4%,38%,14%,i,
O=C(/C=C/c1cccc([N+](=O)[O-])c1)Nc1ccccn1,4%,5%,9%,4%,1.1%,
CCOc1cc(/C=C2\C(=O)NC(=O)N(C)C2=O)cc([N+](=O)[O-])c1O,13%,11%,-12%,-6%,1.8%,
CCCC/C(C)=N/NC(=O)CN(c1ccc(Br)cc1)S(=O)(=O)c1ccccc1,20%,-4%,-2%,-7%,i,
CCOC(=O)c1sc(NC(=O)CSc2nc(C)cc(-c3ccccc3)n2)c(C#N)c1C,-2%,-3%,-20%,6%,i,inhibitors of VEEV 10K pilot screen=1.2
CC1CCN(c2c(NCC3CCC(C(=O)N4CCc5ccccc5C4)CC3)c(=O)c2=O)CC1 (configuration not stated),6%,12%,.,-6%,3.6%,
O=C(Cn1c(SCC(=O)NC2CCCC2)nnc1-c1ccncc1)Nc1ccc2c(c1)OCO2,0%,-5%,3%,5%,3.4%,
CCC(CC)C(=O)NCCc1cc2cc(C)c(C)cc2[nH]c1=O,1%,9%,.,-2%,3.5%,
CCc1nonc1NC(=O)c1oc2ccc(Br)cc2c1C,-3%,6%,-8%,8%,2.0%,
O=C(Nc1cccc(C(F)(F)F)c1)c1ccc2nc(-c3ccco3)c(-c3ccco3)nc2c1,15%,-2%,32%,97%,3.8%,

# Reprinted at random: two records from the list.
SMILES,influenza NS1A,Salmonella PhoP GFP,tuberculosis growth,H37Rv inhibition,inhibitors of VEEV,others
CC(C)c1nnc(NC(=O)CC23CC4CC(CC(C4)C2)C3)s1,31%,4%,14%,0%,1.2%,inhibitors of VEEV 10K pilot screen=1.0
CCCC/C(C)=N/NC(=O)CN(c1ccc(Br)cc1)S(=O)(=O)c1ccccc1,20%,-4%,-2%,-7%,i,

# (listing goes on)
SMILES,influenza NS1A,Salmonella PhoP GFP,tuberculosis growth,H37Rv inhibition,inhibitors of VEEV,others
CCOC(=O)c1sc(=S)n(-c2cc(F)ccc2F)c1N,2%,-16%,2%,-7%,i,
COCCNC(=S)N/N=C(\C)c1cc2ccccc2o1,3%,-7%,?,?,i,
COc1ccc(NC(=O)C2CC(=O)N/C(=N/N=C/c3ccco3)S2)cc1 (configuration not stated),.,11%,-17%,8%,1.9%,
COc1ccc2c(c1)c(=O)oc1cc(OCC(=O)NCC3CCC(C(=O)O)CC3)ccc12 (configuration not stated),-4%,5%,2%,-2%,0.6%,
CCOC(=O)c1[nH]c(C)c(C(=O)C(C)C)c1C,10%,-6%,6%,-2%,4.3%,
Cc1ccc2oc(=O)c3cc(C(=O)NCCCN4CCc5ccccc5C4)sc3c2c1,4%,-1%,57%,15%,6.6%,
O=[N+]([O-])c1cc(Cl)ccc1N1CCOCC1,6%,3%,-2%,0%,i,
CC[C@H](C)C(N)c1cn([C@@H](CC(N)=O)C(=O)N2CCNCC2)nn1 (some centres not stated),-5%,-26%,-5%,-10%,i,inhibitors of VEEV 10K pilot screen=0.3
S=c1[nH]nc(-c2ccc(Br)cc2)n1-c1ccc(Br)cc1,1%,-7%,-8%,14%,1.6%,
COc1ccc(OC(C)C(=O)NC2CCCCCC2)cc1 (configuration not stated),-4%,-1%,3%,-6%,4.2%,
O=[N+]([O-])c1ccc(-n2ccnc2)cc1,-1%,1%,-8%,3%,4.0%,
CCOCCCNC(=O)c1cc(-c2ccc(Br)s2)nc2ccccc12,-9%,-11%,-9%,-3%,0.5%,

# Arranged by SMILES length (smallest number first): some entries from above
SMILES,influenza NS1A,Salmonella PhoP GFP,tuberculosis growth,H37Rv inhibition,inhibitors of VEEV,others
CCCc1cc(=O)n2[nH]c(C(F)(F)F)nc2n1,-5%,-1%,10%,7%,3.2%,
S=c1[nH]nc(-c2ccc(Br)cc2)n1-c1ccc(Br)cc1,1%,-7%,-8%,14%,1.6%,
CC1(C(=O)NCc2cc(F)cc(C(F)(F)F)c2)C=CC2(CCCCC2)N1C(=O)c1ccccc1 (configuration not stated),-9%,-36%,-18%,-3%,0.4%,
